Assay outcomes (PubChem)
bIAP inh: bovine intestinal alkaline phosphatase inhibitors, primary screen, selectivity assay for TNAP inhibitor project, biochemical, bovine IAP, CDP-star luminescence; alkaline phosphatase, intestinal [Bos taurus]; purified bovine IAP, 30 min; inhibition, % at 20 µM; 190,000 tested, under 10 active;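 active = over 50% inhibition of intestinal alkaline phosphatase at 20 µM in the single-dose screen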
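System: purified bovine intestinal alkaline phosphatase (IAP) enzyme; Input: IAP diluted 1/65,000,000 in the well; Measured by: CDP-star luminescence signal; Compound dosing: 20 µM single dose; Incubation: 30 min reaction at room temperature.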
TR-FRET SRC-2 ct: TR-FRET signal artefacts, primary screen, artefact control for PPARgamma SRC-2 agonist project, biochemical; TR-FRET ratio at 8 µM; actives 0.4% (n = 200,000); TR-FRET artefact counter-screen; active compounds read high; AID 1049, 2008; in the data active = TR-FRET ratio above about 2000; also: inactives centre near 1500
bIAP act: bovine intestinal alkaline phosphatase activators, primary screen, biochemical, bovine IAP, CDP-star luminescence | purified bovine IAP, 30 min; active compounds read high; fold of DMSO-control signal, blank-subtracted | activation factor at 20 µM | actives 0.17% (n = 200,000) | AID 1016, 2008;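 active = activation factor of 2 or more at 20 µM, a signal rise over negative controls twice the positive control's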
PPARg SRC-3 ag: PPARgamma agonists recruiting SRC-3 coactivator, primary screen, biochemical. Peroxisome proliferator-activated receptor gamma (Homo sapiens), P37231. biochemical PPARgamma/SRC-3 coactivator recruitment assay. activation, % at 8 µM. actives 0.26% (n = 200,000). AID 731, 2007; in the data active = activation above about 23%;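 also: 0% = DMSO and 100% = reference agonist; some compounds past the cut are filed as inactive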
STAT1 blocker: STAT1 signaling inhibitors, primary screen, cell-based, HTS, luciferase reporter | NIH 3T3 STAT1-luciferase reporter, IFN-gamma, luminescence | inhibition, % at 5.5 µM | actives 0.35% (n = 200,000) | AID 920, 2007;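 active = inhibition above a set limit, the mean inhibition across all tested compounds plus 3 SD, cut at about 34% in these data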;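 also: 0% = IFN-gamma with DMSO and 100% = IFN-gamma with 300 µM nifuroxazide; values of inactives mirror those of a sister screen read the other way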
TNAP act hiacc: TNAP activators at high phosphate acceptor level, primary screen, biochemical, luminescence, uHTS; Alkaline phosphatase, tissue-nonspecific isozyme (Homo sapiens), P05186; purified TNAP, CDP-star luminescence, 1 M DEA, 30 min; active compounds read high; 0 = EDTA background, 1 = DMSO-only activity; activation factor at 20 µM; 200,000 tested, under 10 active; AID 1136, 2008;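 active = activation factor at least 2 at 20 µM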
Target sequence (P05186 whole entry, looked up): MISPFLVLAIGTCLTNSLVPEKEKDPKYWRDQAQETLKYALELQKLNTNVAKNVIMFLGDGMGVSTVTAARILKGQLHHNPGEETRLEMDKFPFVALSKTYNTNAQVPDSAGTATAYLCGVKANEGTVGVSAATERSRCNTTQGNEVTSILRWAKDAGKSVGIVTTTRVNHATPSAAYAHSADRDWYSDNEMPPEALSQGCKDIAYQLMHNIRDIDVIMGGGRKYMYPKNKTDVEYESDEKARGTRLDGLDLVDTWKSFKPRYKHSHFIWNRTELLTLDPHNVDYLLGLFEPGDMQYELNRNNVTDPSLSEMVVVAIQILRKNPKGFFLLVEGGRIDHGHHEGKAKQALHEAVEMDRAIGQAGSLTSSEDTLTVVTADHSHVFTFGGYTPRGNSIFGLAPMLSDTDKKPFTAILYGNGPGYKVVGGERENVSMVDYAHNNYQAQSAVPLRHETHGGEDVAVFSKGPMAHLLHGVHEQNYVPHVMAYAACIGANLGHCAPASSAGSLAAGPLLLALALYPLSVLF
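Assay system: human TNAP; Input: enzyme diluted 1/800 final; Reagent: CDP-star luminogenic substrate at 100 µM final; Timing: 30 min, room temperature; Signal: luminescence; Evaluation: TNAP activation factor scaled between EDTA and DMSO control wells.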
PPARg SRC2 recr: agonists of PPARg-SRC-2 recruitment, primary screen, biochemical, HTS | PPARgamma LBD-SRC-2 recruitment | activation, % at 8 µM | actives 0.34% (n = 200,000) | AID 1032, 2008; in the data active = activation above about 22%;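 also: 0% = vehicle and 100% = reference agonist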
ROMK mod: ROMK potassium channel modulators, primary screen, cell-based, thallium flux, MLSMR library; B-score at 10 µM; ATP-sensitive inward rectifier potassium channel 1 (Homo sapiens), P48048; actives 2% (n = 130,000); Tet-inducible ROMK, thallium flux fluorescence; actives lie on both sides;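 active = signal ratio slope over the read window, or its plate-corrected B-score, at least 3 SD from the plate mean, either direction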;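 also: B-score of the F/F0 ratio slope over 7 to 12 s after thallium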
Target sequence (P48048 whole entry, looked up): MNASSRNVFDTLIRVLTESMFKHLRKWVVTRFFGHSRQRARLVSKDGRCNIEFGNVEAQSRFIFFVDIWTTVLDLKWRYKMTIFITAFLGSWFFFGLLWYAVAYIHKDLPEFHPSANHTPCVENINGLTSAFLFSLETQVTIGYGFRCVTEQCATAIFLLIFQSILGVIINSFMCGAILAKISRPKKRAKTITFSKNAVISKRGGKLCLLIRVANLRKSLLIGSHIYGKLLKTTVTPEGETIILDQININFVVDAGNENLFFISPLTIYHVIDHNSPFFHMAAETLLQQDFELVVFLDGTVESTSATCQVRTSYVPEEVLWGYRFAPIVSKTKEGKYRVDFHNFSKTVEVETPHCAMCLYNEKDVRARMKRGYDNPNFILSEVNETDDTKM
STAT3 inh: IL-6 driven STAT3 reporter inhibitors, primary screen, U3A cells, luciferase, luminescence, MLSCN library; IL-6 STAT3-luciferase reporter; host cell line lacks STAT1; AID 862, 2007; actives 0.89% (n = 190,000); inhibition, % at 5.5 µM;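 active = inhibition above the mean inhibition across all screened compounds plus 3 SD, cut at about 44% in these data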;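 also: 0% = DMSO only wells and 100% = 100 µM nifuroxazide control wells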
STAT3 act: IL-6 driven STAT3 reporter potentiators, primary screen, U3A cells, luciferase, luminescence, MLSCN library; IL-6 STAT3-luciferase reporter; 100% = signal with IL-6 EC80 alone; activation (% of control), % at 5.6 µM; actives 0.91% (n = 190,000); AID 871, 2007;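 active = activation above the screen-wide mean of compound activation plus 3 SD, cut at about 130% in these data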;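 also: 0% = background luminescence of wells with medium and substrate only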
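Material: STAT3-luciferase reporter U3A cells. Controls: IL-6-treated wells, 100% activation. Read-out: % activation versus median of IL-6-stimulated wells. Probe or stimulus: IL-6 stimulus at 33 ng/mL final. Timing: compound 1 h, then IL-6 6 h at 37 °C. Signal: reporter luminescence signal.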
PPARg SRC1 recr: PPARgamma agonists recruiting SRC-1 coactivator, primary screen, biochemical; PPARgamma-SRC-1 coactivator recruitment biochemical assay; actives 0.41% (n = 200,000); activation, % at 8 µM; Peroxisome proliferator-activated receptor gamma (Homo sapiens), P37231; in the data active = activation above about 19%;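 also: 0% = DMSO and 100% = reference agonist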
* hit, by the source's call; . = no result given.

SMILES	bIAP inh	TR-FRET SRC-2 ct	bIAP act	PPARg SRC-3 ag	STAT1 blocker	TNAP act hiacc	PPARg SRC2 recr	ROMK mod	STAT3 inh	STAT3 act	PPARg SRC1 recr
O=C(O)Cc1ccc(NC(=O)c2cccc(NC(=O)c3ccco3)c2)cc1	-3	1479	1	1	-4	1	-5	-0.13	6	106	-3
O=C(NCCO)C(=O)c1c(-c2ccccc2)cc2ccccn12	-3	1683	1	-1	-1	1	-2	0.79	3	103	6
CCN(CC)S(=O)(=O)c1cnccc1N1CCN(c2cccc(Cl)c2)CC1	-2	1440	1	1	7	1.1	-5	0.69	-1	105	2
Cc1ccc(-c2nc3ncccn3c2Nc2ccc3c(c2)OCCO3)o1	8	1657	0.9	7	-7	1	-2	-0.72	17	90	3
O=C1c2cccnc2C(=O)N1C1CCCCC1	2	1574	1	3	11	1	-1	-0.47	-2	105	-2
Cc1cccc(C)c1NC1=NC(=S)N(c2ccc(N(C)C)cc2)C1(C)C	7	1494	0.9	4	7	1	-5	0.092	-7	113	1
OC(c1ccccn1)C1CCN(Cc2nc(C(c3ccccc3)c3ccccc3)no2)CC1 (centres undefined)	-7	1354	1.1	0	-3	1.1	5	0.07	-3	104	12
Cc1ccc(NS(=O)(=O)c2ccc(OCC(=O)NCC3CCCO3)cc2)cc1 (centres undefined)	-2	1504	1	-2	-1	1.1	-1	0.15	8	97	5
COc1ccc([N+](=O)[O-])cc1N(CC(O)CN(CC(C)C)CC(C)C)S(=O)(=O)c1ccccc1 (centres undefined)	-7	1652	1.1	0	-17	1	5	.	5	106	-7
Cc1cc(C)nc(NC(=O)Cc2cccs2)n1	9	1585	0.9	8	4	1	-2	0.36	2	102	0
C=CCNc1oc(-c2ccc(OC)cc2)nc1C#N	10	1488	0.9	-11	-31	1	1	-1.3	5	98	4
COc1ccc(Cn2c(-c3ccco3)nc3oc4cc(OC)ccc4c(=O)c3c2=O)cc1	3	1327	1	4	-11	1.1	-3	1.3	-3	107	0
CC1CCCc2sc3ncn(N)c(=N)c3c21 (centres undefined)	-24	1555	1.2	4	-2	1	8	-0.74	16	91	-4
CCOC(=O)Cc1csc(NC(=O)CSc2nnc(C(C)C)n2CC)n1	-4	1374	1	-11	1	1	2	.	4	99	5
CCCn1c(SCC(=O)Nc2ccccc2Oc2ccccc2)n[nH]c1=O	-24	1650	1.2	6	5	1	-3	.	15	93	-3
CN(C)c1ccc(/C=C(\C#N)C(=O)Nc2nc3c(s2)CCN(Cc2ccccc2)C3)cc1	40	1396	0.6	0	-2	0.7	4	.	1	103	-1
COc1cc2[nH]c(=O)n(CCC(=O)N3CCN(c4cc(Cl)ccc4C)CC3)c(=O)c2cc1OC	5	1556	1	1	5	1	9	-0.15	11	93	4
CC(=O)Nc1nonc1C(=O)N1CCC(C)CC1	14	1561	0.9	4	1	1	11	.	4	100	3
C=CCOC(=O)C1=C(C)NC(=S)NC1/C=C/c1ccccc1 (centres undefined)	16	1677	0.8	2	0	1	11	.	14	91	-4
O=C(Cn1cc(C(=O)C2CC2)c2ccccc21)NCc1ccccc1	5	1654	0.9	15	-28	1	6	-0.079	-9	111	4
N#C/C(=C(/O)COC(=O)c1cccnc1Cl)c1nc2ccccc2[nH]1	-17	1541	1.2	-1	-16	1	4	0.077	-11	110	3
Fc1ccc(-c2nc(-c3cccs3)[nH]c2-c2ccc(F)cc2)cc1	12	1694	0.9	8	2	1	2	0.3	-4	103	3
COc1ccccc1C(O)(C(=O)NN(C(=O)c1ccccc1)c1ccccc1C)c1cccs1 (centres undefined)	6	1525	0.9	-3	3	1.1	-2	.	0	104	-4
COc1ccccc1C(=O)C1CCCN(C(=O)c2cccnc2SC)C1 (centres undefined)	12	1492	0.9	2	5	1	-5	0.35	9	95	1
O=C(CCc1nc(-c2cccs2)no1)NCc1ccc(F)cc1Cl	19	1588	0.8	-2	3	1.1	-5	.	6	99	0

Compound profiles, from the list above:
C=CCNc1oc(-c2ccc(OC)cc2)nc1C#N as listed: bIAP inh = 10; TR-FRET SRC-2 ct = 1488; bIAP act = 0.9; PPARg SRC-3 ag = -11; STAT1 blocker = -31; TNAP act hiacc = 1; PPARg SRC2 recr = 1; ROMK mod = -1.3; STAT3 inh = 5; STAT3 act = 98; PPARg SRC1 recr = 4
N#C/C(=C(/O)COC(=O)c1cccnc1Cl)c1nc2ccccc2[nH]1 as listed: bIAP inh = -17; TR-FRET SRC-2 ct = 1541; bIAP act = 1.2; PPARg SRC-3 ag = -1; STAT1 blocker = -16; TNAP act hiacc = 1; PPARg SRC2 recr = 4; ROMK mod = 0.077; STAT3 inh = -11; STAT3 act = 110; PPARg SRC1 recr = 3

New compounds follow
SMILES	bIAP inh	TR-FRET SRC-2 ct	bIAP act	PPARg SRC-3 ag	STAT1 blocker	TNAP act hiacc	PPARg SRC2 recr	ROMK mod	STAT3 inh	STAT3 act	PPARg SRC1 recr
CC1=CS/C(=C(/C#N)C(=O)N2CCOCC2)N1c1ccccc1	2	1480	1	6	3	1	3	-0.1	3	100	0
CCOC(=O)Nc1ccc(C)cc1Br	-9	1534	1.1	-1	0	1.1	4	-0.7	12	96	1
C=C(C)C1CC=C(C)/C(=N/NC(=O)COc2ccc(C)cc2)C1 (centres undefined)	7	1701	0.9	6	3	1	8	.	13	90	4
CCOc1ccc(-c2cc(CCCC(=O)NCCC(C)C)no2)cc1	-9	1694	1.1	5	-9	1	4	0.13	-11	110	3
Cc1ccc(C)c(NS(=O)(=O)c2ccc(OCC(=O)N3CCCC3)cc2)c1	12	1666	0.9	3	1	1	8	0.33	-4	101	3
Cc1ccc(C(C(=O)NC2CCCC2)N(C(=O)CCC(=O)Nc2cc(C)on2)c2ccccc2)cc1 (centres undefined)	10	1451	0.9	0	-6	1	-2	.	-6	108	-4
N#CC1(Nc2ccccc2)C(=O)Nc2ccccc21 (centres undefined)	16	1527	0.8	3	-2	1	2	-1.1	-1	106	0
O=C(CCc1ccccc1)N/N=C/c1cccc([N+](=O)[O-])c1	14	1617	0.9	3	-2	1	3	-1.1	14	93	4
CCOC(=O)N1CCN(Cc2c(F)cccc2Cl)CC1	-7	1721	1.1	8	-9	1.1	10	.	19	87	1
O=C(NCc1cccc(F)c1)c1ccc(N2C(=O)Cn3c(cc4sccc43)C2=O)cc1	4	1654	1	0	-1	1	-4	.	-3	102	-2
CCc1ccccc1NC(=O)Nc1ccc(F)cc1	12	1371	0.9	-2	12	1.1	-1	-1	23	89	5
Cc1ccc2c(c1)C(O)(CC(=O)c1ccc3c(c1)OCO3)C(=O)N2 (centres undefined)	16	1490	0.8	-7	3	1	3	-0.15	2	102	2
Cc1ccc(C(=O)NC(=S)NNS(=O)(=O)c2ccc(C)cc2)cc1	2	1613	1	2	-5	1	4	1.7	6	98	0
NC(=O)C1CCN(C(=O)CNC(=O)c2ccccc2)CC1	1	1475	1	0	-1	1	1	0.21	1	102	5
Cc1ccc(NC(=O)Nc2nnc(Cc3ccc([N+](=O)[O-])cc3)s2)cc1	-24	1602	1.2	-4	-6	1	7	.	4	97	-4
CNC(=O)/C(C#N)=C/c1ccc(-c2ccccc2[N+](=O)[O-])o1	8	1571	0.9	-4	-13	0.9	-4	-0.83	19	87	2
COC(=O)c1cc(-c2ccc(Br)cc2)n[nH]1	-5	1612	1.1	-6	-16	1	1	0.13	14	87	1
O=C(O)c1cccc(NC(=S)NCc2ccccc2)c1	-6	1592	1.1	0	5	1.1	3	1.1	12	95	1
CCCNC(=O)CN(c1cccc(F)c1)S(C)(=O)=O	.	1479	0.2	1	10	1	3	0.11	30	77	17
CC(=O)NS(=O)(=O)c1ccc(NC(=S)NC(=O)Cc2ccccc2)cc1	8	1663	0.9	3	0	1.1	10	-0.3	3	101	-7
O=C(c1ccc(CS(=O)(=O)c2ccc(Br)cc2)o1)N1CCCC1	11	1470	0.9	-4	-2	1	-7	.	13	97	-5
CC1(C)CC(=O)C2=C(C1)Nc1ccccc1N1C(=O)c3ccccc3C21 (centres undefined)	2	1334	1	-10	7	1	1	0.16	-5	102	3
Cc1cccc(NC(=S)NC(=O)/C=C/c2ccccc2)n1	-5	1694	1.1	7	-23	1	13	.	20	89	8
Cc1cc(CNC(=O)COc2ccc(F)cc2)c2ccccc2n1	1	1626	1	3	16	1	3	-1.2	18	87	2
CC(C)(C)n1nnnc1C(c1ccc(F)cc1)N1CCC(C(N)=O)CC1 (centres undefined)	9	1824	0.9	7	0	1	5	0.4	2	102	14
SMILES	bIAP inh	TR-FRET SRC-2 ct	bIAP act	PPARg SRC-3 ag	STAT1 blocker	TNAP act hiacc	PPARg SRC2 recr	ROMK mod	STAT3 inh	STAT3 act	PPARg SRC1 recr
CC(C)(C)c1cc(C(=O)N2CCN(c3ncccn3)CC2)ccn1	2	1501	1	-8	8	1	3	.	10	93	-3
COC(=O)C(CCSC)NC(=O)CNS(=O)(=O)c1ccc(F)cc1 (centres undefined)	-5	1571	1.1	2	3	1	-1	.	-8	108	-4
Cn1c(-c2ccco2)nc2cc3ccccc3cc21	-9	1749	1.1	18	37*	1	6	-0.85	79*	32	8
CCOC(=O)C1=NNC(C(=O)c2ccc(C)cc2)C1c1ccc(C)cc1 (centres undefined)	-6	1593	1.1	1	-2	1	-2	-0.9	-8	110	-1
Cc1ccc(NC(=O)Cn2nc(C)cc2C)cc1	5	1611	0.9	-2	-2	1.1	-1	0.6	4	98	7
Cc1cccc(C)c1NC(=O)CN1C(=O)N(C)Cc2ccccc21	2	1564	1	3	1	1	-2	-1.8	8	98	5
CC1Cc2ccccc2N1C(=O)CNc1cccc(S(=O)(=O)N2CCCC2)c1 (centres undefined)	-1	1534	1	5	-4	1	1	-1	9	100	-3
O=C(Cc1ccccc1)Nc1ccc2c(c1)CCC2	11	1537	0.9	-1	-38	1	-5	-0.97	-2	110	4
COC(=O)C(=C/C=C/c1cccnc1)C(=O)OC	-3	1389	1	5	5	1.1	8	-0.79	-4	107	-2
Clc1ccc(C(c2nnnn2C2CCCC2)N2CCN(c3nc4ccccc4s3)CC2)cc1 (centres undefined)	.	1523	.	0	1	.	8	-0.068	4	99	3
O=C(CCNS(=O)(=O)c1cccc2nsnc12)NC1CCCc2ccccc21 (centres undefined)	2	1589	1	7	17	1	7	.	0	106	3
